Bioassay records: PubChem, National Center for Advancing Translational Sciences (NCATS)
IMPase cell inh = membrane-permeable compound that blocks inositol monophosphatase | P97697 | CHO-M1 cells, IP1 accumulation, HTRF TR-FRET ratio | inhibition (IP1 accumulation), % at 46.1 µM | 120,000 tested, under 10 active | AID 901; active means well fitted curve in the direction sought with a large enough effect in the signal ratio, not every such curve was filed as active; inconclusive means small, poorly fitted or top-dose-only effect, or a change in a side signal; inactive means no such curve, though single readings can be large or run the other way; the % refers to the signal ratio;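 further: cells stimulated with carbachol in lithium chloride buffer; plate controls were DMSO basal wells for no effect and reference inhibitor wells for full effect; higher means more IMPase inhibition seen as more IP1 and lower FRET ratio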
Target sequence (P97697 whole entry, looked up): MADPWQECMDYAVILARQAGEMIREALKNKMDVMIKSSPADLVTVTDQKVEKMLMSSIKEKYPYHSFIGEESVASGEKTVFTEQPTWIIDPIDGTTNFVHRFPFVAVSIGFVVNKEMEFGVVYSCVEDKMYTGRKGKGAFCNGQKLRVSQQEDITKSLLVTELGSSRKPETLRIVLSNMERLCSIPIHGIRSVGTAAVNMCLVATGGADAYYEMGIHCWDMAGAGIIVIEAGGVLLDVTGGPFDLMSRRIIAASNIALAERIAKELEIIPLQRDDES
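The IP-One HTRF competitive assay in carbachol-stimulated CHO-M1 cells quantifies cellular IP1. Compounds spanned up to 46 uM final, and activity is expressed as AC50 from concentration-response fits of the ratio and donor data.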
* = called active by the depositor; ? = inconclusive; [ ] = remark or other dose.

SMILES	IMPase cell inh
COC(=O)c1c(NC(=O)COc2cc(C)c(Cl)c(C)c2)sc2c1CCCC2	1.2
O=c1oc2ccc3ccccc3c2cc1-c1nnc(Nc2ccccc2F)s1	-5.9
CCCOc1ccc(OC(=O)c2ccc(-c3ccc(CCC)cn3)cc2)cc1	4.4
CCN(CC)c1ccc(NC(=O)C(Cc2ccccc2)NS(=O)(=O)c2ccc(Br)s2)c(C)c1 (stereo unspecified)	-8.7
COc1cccc(-c2nnc(SCC(=O)N3CCC(C)CC3)o2)c1	-8.0
Cc1cccc(N(CC(N)=O)C2SC(=O)N(Cc3cccc(C(=O)O)c3)C2=O)c1 (stereo unspecified)	-3.1
COc1cccc(NC(=O)CN2C(=O)c3cccc4cccc2c34)c1	-5.4
COc1ccccc1-c1nc(S(=O)(=O)c2ccc(Cl)cc2)c(N2CCCCCC2)o1	-1.2
CC(=O)Nc1ccc(NC(=O)c2c(-c3ccccc3)noc2C)cc1	-10.8
Cc1ccc(C)c(N2CCN(C3=C(c4ccccc4)C(=O)c4ccccc43)CC2)c1	7.9
CCOC(=O)c1c(N)n(-c2ccc(CC)cc2)c2nc3ccccc3nc12	-5.6
CC1CCc2c(sc3nnn(Cc4ccccc4Cl)c(=O)c23)C1 (stereo unspecified)	-0.9
Cc1ccccc1NC(=O)c1c(NC(=O)c2ccco2)sc2c1CCC(C(C)(C)C)C2 (stereo unspecified)	-4.6
CCc1ccc(-n2c(CCC(=O)O)ccc2-c2cccs2)cc1	2.5
CCN(C(=O)Cn1cnc2c1c(=O)n(C)c(=O)n2C)c1ccccc1C	-0.9
CCCCCSc1nnc(-c2ccc(Br)cc2)o1	-5.8
CCOc1ccc(OCc2ccc(C(=O)Nc3cc(OC)c(OC)c(OC)c3)o2)cc1	0.0
O=C(CN1C(=O)c2cccc3cccc1c23)Nc1cccc(F)c1	1.8
Clc1ccccc1-c1nnc(-c2ccccc2CNc2ccc(Br)cc2)o1	4.8
Cc1ccccc1OCCn1c(-c2ccc(Cl)cc2)nc2ccccc2c1=O	-7.5

Reformatted: two of the compounds above
> CCOC(=O)c1c(N)n(-c2ccc(CC)cc2)c2nc3ccccc3nc12
  IMPase cell inh = -5.6
> CC1CCc2c(sc3nnn(Cc4ccccc4Cl)c(=O)c23)C1 (stereo unspecified)
  IMPase cell inh = -0.9

More records:
SMILES	IMPase cell inh
O=C(NCc1ccccc1Cl)c1nnc(Cc2ccc(Cl)cc2)o1	8.3
CCN(CCCNC(=O)c1cc2cc3ccc(OC)cc3nc2s1)c1cccc(C)c1	5.0
Cc1ccc(C(C)C)c(OCc2ccc(C(=O)Nc3ccc(S(N)(=O)=O)cc3C)o2)c1	6.5
CCOC(=O)c1sc(NC(=O)C(C)Sc2nc(-c3ccccc3)cc(C(F)(F)F)n2)c(C(=O)OC)c1C (stereo unspecified)	-6.2
Cc1cccc(CN2CCN(CC(=O)NCc3ccc(Cl)cc3)C2=O)c1	-4.9
Fc1ccc(C(NCCc2ccc(Cl)cc2)c2nnc(-c3ccccc3Cl)o2)cc1 (stereo unspecified)	-4.3
Cc1cc(Cl)ccc1NC(=O)CN(c1ccccc1Br)S(C)(=O)=O	-1.3
Cc1ccc(-c2nnc3c4ccccc4c(C)nn23)cc1NC(=O)c1ccccc1Cl	1.1
CCCCNC(=O)CSc1nc(-c2ccc(OC)cc2)cc(C(F)(F)F)n1	?
CCOC(=O)c1ccc(NC(=O)c2c(NC(C)=O)sc3c2CCC(C)C3)cc1 (stereo unspecified)	7.1
Cn1c(=O)c2c(nc(N3CCOCC3)n2Cc2ccc(Br)cc2)n(C)c1=O	-3.2
COc1cccc(CNC(=O)C2CCC(CNS(=O)(=O)c3cccs3)CC2)c1 (stereo unspecified)	3.3
Cc1ccc(Nc2c(-c3ccccc3O)nc3ccc(Br)cn23)cc1	-0.7
O=C(Nc1ccc(NC(=O)c2cccs2)cc1)c1ccc(Cl)cc1	-10.5
CCCN(C(=O)CCc1nc(-c2ccccc2F)no1)c1ccc(CC)cc1	16.1
Cc1ccc(C(C)C)c(OCC(=O)Nc2ccc(C(=O)OC3CCCCC3)cc2)c1	-10.2
COc1ccc(S(=O)(=O)N2CCC(C(=O)NC(C)c3ccccc3)CC2)cc1 (stereo unspecified)	4.5
Cc1ccc2nc(-c3ccc(NC(=O)COc4ccc(Cl)c(C)c4)cc3)sc2c1	-6.4
COCCNC(=O)CSc1nc(-c2cc(OC)c(OC)c(OC)c2)[nH]c1-c1ccc(Cl)cc1	-3.9
COc1ccc(Cl)cc1C(=O)Nc1sc2c(c1C(=O)OC(C)C)CCCC2	-5.9
COC(=O)c1c(NC(=O)COc2ccc(C)cc2Br)sc2c1CCCC2	3.8
COc1ccc(NC(=O)c2c(NC(=O)c3ccncc3)sc3c2CCC(C(C)(C)C)C3)cc1 (stereo unspecified)	2.3
Cc1ccc(Nc2nc3ccccc3nc2-n2nc(C)cc2C)c(Cl)c1	8.5
Cc1ccc(C(C)C)c(OCC(=O)Nc2c(C(=O)c3ccccc3)oc3ccccc23)c1	-4.2
CCCCOc1ccccc1Cn1c(=O)sc2ccccc21	-15.9
O=C(Nc1cc2c(cc1C(=O)c1ccccc1Cl)OCCO2)c1ccccc1	0.8
COc1ccc(C2CC(=O)c3c([nH]c(C(=O)OCc4ccccc4)c3C)C2)cc1 (stereo unspecified)	2.6
CCc1ccc(-c2nc3cc(NC(=O)c4cc5ccccc5cc4OC)ccc3o2)cc1	-7.8
Cc1ccc(-c2nnc(Nc3ccc(O)cc3)c3ccccc23)cc1S(=O)(=O)N1CCOCC1	-11.9
O=C1c2[nH]nc(-c3ccccc3)c2C(c2ccccc2)N1c1cccc(C(F)(F)F)c1 (stereo unspecified)	-3.2
CCSc1nnc2c(n1)OC(c1ccc(C)s1)Nc1ccccc1-2 (stereo unspecified)	2.0
CC1CCN(S(=O)(=O)c2cn(CC(=O)Nc3ccc(F)cc3)c(=O)c3ccccc23)CC1	?
CNC(=O)COc1ccc(NC(=O)CCn2nc(-c3ccc(C)cc3)c3ccccc3c2=O)cc1	12.4
CCOC(=O)c1sc(N2C(=O)c3oc4ccc(C)cc4c(=O)c3C2c2ccccc2F)nc1C (stereo unspecified)	?
COc1ccc(C2=CC(c3ccccc3Cl)n3nc(-c4ccc(Cl)cc4)nc3N2)cc1 (stereo unspecified)	-5.6
O=S(=O)(c1ccccc1)c1nc(-c2ccc(F)cc2)oc1NCc1ccccc1	2.2
CCN(CC)C(=O)COc1ccc(-c2nnc(Nc3ccc(OC)c(C(=O)NC)c3)c3ccccc23)cc1	17.7
CN(C(=O)Cn1cc(S(=O)(=O)N2CCN(c3ccccc3F)CC2)c2ccccc2c1=O)c1ccc(Cl)cc1	7.3
CCc1ccc(C2CC(=O)Nc3cc4c(cc32)OCO4)cc1 (stereo unspecified)	3.5
COCc1cc(C)nc2sc(C(=O)Nc3cc(C)ccc3F)c(N)c12	-8.8
CC1=C(C(=O)Nc2ccc(Cl)cc2)C(c2cccs2)n2nc(SCc3cccc(Cl)c3)nc2N1 (stereo unspecified)	-1.1
COc1ccc(N2CCN(CC(O)COc3ccc(C(C)C)c(C)c3)CC2)cc1 (stereo unspecified)	2.7
Cc1cc(-c2nc3ncccc3o2)ccc1NC(=O)COc1cc(C)c(Cl)c(C)c1	1.4
CCOc1ccccc1NC(=O)C1CCN(S(=O)(=O)c2ccccc2)CC1	-6.9
O=C(NCCCN1CCN(c2cccc(Cl)c2)CC1)Nc1ccccc1C(F)(F)F	1.3
CCC(C)n1c(=N)c(C(=O)NC2CCCCC2)cc2c(=O)n3cc(C)ccc3nc21 (stereo unspecified)	7.1
COCCNC(=O)c1ccc2c(c1)N=C(C)c1cc(C)ccc1S2	10.2
Cc1cc(C)nc(NS(=O)(=O)c2ccc(NC(=O)COc3ccc(C(C)(C)C)cc3)cc2)n1	-3.2
CCc1ccc(OCC(=O)NC(Cc2c[nH]c3ccccc23)C(=O)O)cc1 (stereo unspecified)	3.8
CCOc1cccc2c1N[C@@H](c1ccc(C(=O)O)cc1)[C@H]1CC=C[C@@H]21	-3.9
More records follow.
SMILES	IMPase cell inh
Cc1cccc(NC(=O)CSc2ncc(-c3ccc(Br)cc3)[nH]2)c1	-0.4
COc1cccc(-c2nc(S(=O)(=O)c3ccc(Cl)cc3)c(NCc3ccccc3)o2)c1	?
COc1cc(Br)c(C2CC(=O)Nc3cc(OC)c(OC)c(OC)c32)cc1OC (stereo unspecified)	2.2
Cc1cc(Cl)ccc1NC(=O)C(=O)NCc1ccco1	-1.7
Cc1cc(OCC(=O)Nc2ncn[nH]2)c(C)c(C)c1Br	-4.2
CS(=O)(=O)N(Cc1ccccc1)c1ccc(C(=O)Nc2ccc(Cl)cc2)cc1	?
Cc1ccccc1NC(=O)CC1C(=O)NCCN1C(=O)c1cccc(Cl)c1 (stereo unspecified)	-16.3
CCCCCn1c(NCc2ccccc2OC)nc2ccccc21	12.3
O=C(Cn1cc(C(=O)c2ccco2)c2ccccc21)Nc1ccc(Br)cc1	-3.3
Cc1cccc(C(=O)Nc2sc3c(c2C(=O)O)CCCC3)c1	-0.8
COc1ccc(C(=O)N(c2ccc(OC)cc2)S(=O)(=O)c2ccc3c(c2)n(C)c(=O)n3C)cc1	10.0
COc1cccc(Cn2c(Oc3cc(C)cc(C)c3)nc3c2c(=O)n(C)c(=O)n3C)c1	?
COc1ccc(N(CC(=O)N2CCCCC2)S(=O)(=O)c2ccc(OC)c(OC)c2)cc1	-6.3
COc1ccc(S(=O)(=O)N(CC(=O)Nc2ccc(OC)cc2OC)c2ccc(Cl)cc2)cc1	?
COC(=O)C1=C(C)NC(=O)NC1c1cn(-c2ccccc2)nc1-c1ccc(OC)c(Br)c1 (stereo unspecified)	2.3
CN(C)c1ccc(C(=O)Nc2ccc(-c3nc4ccccc4o3)cc2)cc1	2.4
Cc1cc2ccccc2n1CCNC(=O)c1ccc(F)cc1	-18.2
COc1ccc(NC(=O)C2CCCN(S(=O)(=O)c3ccc(Br)s3)C2)cc1 (stereo unspecified)	-2.3
CCOC(=O)c1c(Nc2ccc(OC)cc2)nnc(-c2ccccc2)c1-c1ccccc1	?
COc1ccccc1CCNC(=O)C(C)Sc1nc(-c2ccccc2)cc(C(F)(F)F)n1 (stereo unspecified)	5.2

In a second layout: 4 of the compounds above.
COc1ccc(N(CC(=O)N2CCCCC2)S(=O)(=O)c2ccc(OC)c(OC)c2)cc1
  IMPase cell inh: -6.3
COc1ccc(S(=O)(=O)N(CC(=O)Nc2ccc(OC)cc2OC)c2ccc(Cl)cc2)cc1
  IMPase cell inh: ?
COC(=O)C1=C(C)NC(=O)NC1c1cn(-c2ccccc2)nc1-c1ccc(OC)c(Br)c1 (stereo unspecified)
  IMPase cell inh: 2.3
CN(C)c1ccc(C(=O)Nc2ccc(-c3nc4ccccc4o3)cc2)cc1
  IMPase cell inh: 2.4

(cont.)
SMILES	IMPase cell inh
CCOC(=O)c1c(Nc2ccc(C)c(C)c2)nnc(-c2ccccc2)c1-c1ccccc1	-0.5
Cc1ccc(-c2nnc(Nc3cccc(Br)c3)c3ccccc23)cc1S(=O)(=O)N1CCCCC1	-12.0
CC(C)COc1ccc(C(=O)Nc2scc(-c3ccc(Br)cc3)c2C(=O)OC(C)C)cc1	-1.6
COC(=O)c1c(NC(=O)/C(C#N)=C/c2ccc(OC)cc2)sc2c1C(C(=O)OC)CC2 (stereo unspecified)	-12.1
Cc1cc(NC(=O)C2CCCN(S(=O)(=O)c3cccc4nonc34)C2)ccc1Br (stereo unspecified)	2.3
CC(=O)Nc1cc(-c2nc3ccccc3s2)ccc1C	-2.6
O=C(NCC1CCN(Cc2ccccc2F)CC1)Nc1ccc(F)c(Cl)c1	7.5
Cc1cccc(OCC(=O)NCCc2nc3ccccc3[nH]2)c1C	1.0
O=C(Nc1cc(NC(=O)c2ccccc2Cl)ccc1Cl)c1ccccc1	-5.8
Cc1c(NS(=O)(=O)c2ccc(C(C)(C)C)cc2)c(=O)n(-c2ccccc2)n1C	1.6
CCOC(=O)c1ccc2ncc(C(=O)OCC)c(NCCc3ccc(OC)c(OC)c3)c2c1	?
Cc1ccc(-c2cc(C(F)(F)F)n3nc(-c4ccc(Cl)cc4)cc3n2)cc1	0.8
CCc1nc2nc(C)c(NS(=O)(=O)c3ccc(F)c(C)c3)c(=O)n2[nH]1	0.4
COC(=O)c1sc(N2C(=O)c3oc4ccccc4c(=O)c3C2c2ccc(O)cc2)nc1C (stereo unspecified)	-5.3
CC1(c2ccccc2)CC(C)(C)N(C(=O)c2ccccc2Cl)c2ccccc21 (stereo unspecified)	-5.5
Cc1cccc(Nc2nnc(-c3ccc(C)c(S(=O)(=O)N4CCCCC4)c3)c3ccccc23)c1	-3.8
COc1ccccc1NC(=O)c1sc2cccc(Cl)c2c1Cl	9.3
COc1ccccc1OCc1nc(C#N)c(NCc2ccc(C)cc2)o1	7.0
O=C(Nc1ccc(O)c(-c2nc3ccccc3o2)c1)c1ccc(-c2cccc(Cl)c2)o1	-11.9
COc1ccc(S(=O)(=O)N(CC(=O)N2CCC(C)CC2)c2ccc(C)cc2)cc1	-1.8
O=C(Nc1sc2c(c1C(=O)Nc1ccccc1Cl)CCCC2)c1ccccc1F	34.3[activator]
Cc1ccc(C(C)(C)C)c(OCC(=O)NCCc2nc3ccccc3[nH]2)c1	-0.5
CCCS(=O)(=O)c1c(S(=O)(=O)CCC)c2cc(C(C)(C)C)ccn2c1C(=O)c1ccc(OC)c(OC)c1	8.0
CCc1ccc(Oc2c(C(F)(F)F)oc3c(CN4CCN(C)CC4)c(O)ccc3c2=O)cc1	-4.6
COc1ccc(CCCc2nnc(SCC(=O)Nc3ccc(Cl)cc3)o2)cc1	7.8
COc1ccc(C2(N3CCN(c4cc(C)ccc4C)CC3)C(=O)c3ccccc3C2=O)cc1	0.0

An excerpt; rates above refer to the full screens.
